Source: PubChem BioAssay (National Center for Advancing Translational Sciences (NCATS))
KinaseGlo FLuc = Counterscreen for Luciferase (Kinase-Glo TM) Inhibition | Kinase-Glo luciferase, ATP luminescence, 8 min | Potency, µM (doses to about 38.3 µM), for inactives: at the top dose activity change, negative = inhibition, hits mostly inhibitors | 200,000 tested, 0.28% active; note: potency is the fitted concentration of half-maximal effect; % is set by controls: 0 for no effect and ±100 for the full control effect; nearly all actives have a fitted effect of over 60% in size
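Compound is pinned into ATP-containing buffer (10 uM ATP, imidazole pH 7.2, 7 mM MgCl2). Kinase-Glo luciferase reagent is then added. Light output is recorded following an 8-min room-temperature incubation.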
GLA spleen mod = qHTS Assay for Inhibitors and Activators of Human alpha-Galactosidase From Spleen Homogenate; Alpha-galactosidase A (Homo sapiens), P06280; human spleen homogenate, 4MU-alpha-Gal fluorescence, 40 min; Potency, µM (series often up to 80 µM), for the others: top-dose activity change, negative = inhibition, usual class: inhibitors; 240,000 tested, 0.008% active; AID 2107, 2009;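 note: potency is the fitted concentration of half-maximal effect; 0% = enzyme with vehicle and -100% = no enzyme basal signal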
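Fluorogenic readout (Ex 365/Em 440 nm) of 4-methylumbelliferone released from 1 mM 4-MU-alpha-galactoside by spleen homogenate, 40 min at 37C, pH 5.0. Data normalized to no-enzyme and enzyme controls; Hill-equation AC50 from compound titrations.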
LMNA splice mod = qHTS Assay for Modulators of Lamin A Splicing | HeLa LMNA splicing GFP/RFP minigene ratio, 48 h | Potency, µM (top dose mostly 46.1 µM), for inactives: at the top dose ratio change, negative = inhibition, usual class: inhibitors | 200,000 tested, 0.01% active; active = well fitted inhibition curve with a large enough effect in the signal ratio, with a control signal flat, not every such curve was filed as active; inconclusive = small, poorly fitted or top-dose-only effect, or effect the other way, or a change in a side signal; the % refers to the signal ratio; note: potency is the fitted concentration of half-maximal effect; % is set by controls: 0 for no effect and ±100 for the full control effect
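Read-out is the ratio of GFP to DsRed2 object intensity, acquired by 488 nm laser-scanning cytometry on HeLa lamin A-EGFP minigene reporter cells. Compound incubation 48 hrs at 37 °C in Opti-MEM with 2% FBS; DMSO 0.5% final.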
CBFb RUNX1 block = qHTS Assay for Compounds Blocking the Interaction Between CBF-beta and RUNX1 for the Treatment of Acute Myeloid Leukemia; Runt-related transcription factor 1 (Homo sapiens) + Core-binding factor subunit beta …; AlphaScreen CBFb-His/RUNX1-biotin binding, biochemical; Potency, µM (titrated, usually from 59.8 µM), inactives show at the top dose activity, negative = inhibition, actives largely listed as inhibitors; 230,000 tested, under 10 active; AID 1477, 2009; note: % of control where 0% means no effect
Target sequence (Q01196 whole entry, looked up): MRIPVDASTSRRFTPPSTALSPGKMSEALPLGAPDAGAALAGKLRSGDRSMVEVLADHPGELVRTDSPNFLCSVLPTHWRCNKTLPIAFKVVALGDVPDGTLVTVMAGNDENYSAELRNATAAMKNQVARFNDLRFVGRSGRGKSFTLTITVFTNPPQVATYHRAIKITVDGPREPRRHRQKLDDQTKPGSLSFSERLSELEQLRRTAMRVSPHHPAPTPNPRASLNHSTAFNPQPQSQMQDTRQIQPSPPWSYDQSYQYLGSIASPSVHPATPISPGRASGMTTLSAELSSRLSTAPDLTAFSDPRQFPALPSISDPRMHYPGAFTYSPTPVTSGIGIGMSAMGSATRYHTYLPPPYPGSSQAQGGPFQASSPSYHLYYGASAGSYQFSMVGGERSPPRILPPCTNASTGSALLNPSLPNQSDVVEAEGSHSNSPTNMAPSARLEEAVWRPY
Target sequence (Q13951 whole entry, looked up): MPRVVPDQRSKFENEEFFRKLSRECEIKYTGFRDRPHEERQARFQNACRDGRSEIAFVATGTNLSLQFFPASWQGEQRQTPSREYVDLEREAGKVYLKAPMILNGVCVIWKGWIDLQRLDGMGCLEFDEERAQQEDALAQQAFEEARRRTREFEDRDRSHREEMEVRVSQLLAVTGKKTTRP
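Bead-based AlphaScreen assay; binding partners His-tagged CBF-beta and biotinylated RUNX1 at 30 nM each. Compound exposure 15 min after a 20-min protein preincubation; bead step 90 min; all steps at room temperature.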
NPSR antag = qHTS Assay for Antagonists of the Neuropeptide S Receptor: cAMP Signal Transduction | Q6W5P4 | CHO-NPSR cells, cAMP TR-FRET, antagonist mode | Potency, µM (series often up to 38.3 µM), for inactives: at the highest dose activity change, negative = inhibition, actives largely listed as inhibitors | 220,000 tested, 1% active | AID 1461, 2008; note: potency is the fitted concentration of half-maximal effect; % is set by controls: 0 for no effect and ±100 for the full control effect; nearly all actives have a fitted effect of over 50% in size; many of its hits are not listed in these tables
Target sequence (Q6W5P4 whole entry, looked up): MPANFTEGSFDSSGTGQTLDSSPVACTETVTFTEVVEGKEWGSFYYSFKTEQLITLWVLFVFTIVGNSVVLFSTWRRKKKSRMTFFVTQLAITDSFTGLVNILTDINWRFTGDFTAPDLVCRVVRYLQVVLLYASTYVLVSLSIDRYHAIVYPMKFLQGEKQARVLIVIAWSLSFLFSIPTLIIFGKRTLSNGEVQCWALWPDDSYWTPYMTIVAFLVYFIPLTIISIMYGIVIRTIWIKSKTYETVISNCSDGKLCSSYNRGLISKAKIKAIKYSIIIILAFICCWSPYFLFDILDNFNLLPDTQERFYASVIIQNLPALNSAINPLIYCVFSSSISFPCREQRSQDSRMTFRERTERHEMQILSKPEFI
Epigenetic reg = Quantitative High-Throughput Screen for Regulators of Epigenetic Control; Potency, µM (titrated, usually from 53.9 µM), for inactives: at the top dose GFP activation, usual class: activators; murine LDR cells, GFP reporter derepression, 30 h; AID 1865, 2009; 280,000 tested, 0.2% active; note: potency is the fitted concentration of half-maximal effect; % of control where 0% means no effect; nearly all actives have a fitted effect of over 60% in size
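Murine LDR cells bearing a silenced CMV-driven GFP reporter were exposed to compound for 30 h at 37 C. After PBS washes, GFP-positive cells (20-120 um objects) counted by laser-scanning microplate cytometry.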
IMPase Li cell = qHTS Assay for Identifying the Cell-Membrane Permeable IMPase Inhibitors: Potentiation with Lithium. CHO-M1 cells, IP1 TR-FRET (IP-One), carbachol + lithium. Potency, µM (titrated, usually from 59.4 µM), for inactives: at the highest dose activity, negative = IMPase inhibition, most hits filed as inhibitors. 210,000 tested, 0.35% active;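 note: IP1 builds up when IMPase is blocked and the TR-FRET signal falls; potency is the fitted concentration of half-maximal effect; plate controls were basal vehicle for no effect and high inhibitor control for full effect; nearly all actives have a fitted effect of over 50% in size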
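Test compounds were applied to CHO-M1 cells previously cultured for 16–30 h at 2000 per well. A small lithium amount accompanied them; after 30 min at 37C, IP1 was quantified by TR-FRET.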
* marks the source's active call; other numbers are inactive results; u = inconclusive; x = not tested or not shown; & = joins results of further samples; [ ] = dose if it differs, or a comment. Unless noted, calls come from the whole dose curve; as a rule, active = well fitted curve in the direction sought with a large enough effect; inconclusive = small, poorly fitted or top-dose-only effect, or another doubt; inactive = no such curve, though single readings can be large; an effect the other way counts as inactive or inconclusive. An excerpt, so the mix of outcomes need not match the whole.

cpd	smiles	KinaseGlo FLuc	GLA spleen mod	LMNA splice mod	CBFb RUNX1 block
1	CCc1ccc(C(=O)Cn2ncc(Cl)c(Cl)c2=O)cc1	-1.8%	7.2%	u	2.8%
2	COc1ccc(Cl)cc1NC(=O)CN1C(=O)CC(C)S(=O)(=O)c2ccccc21 (centres undefined)	-3.9%	1.0%	x	15.6%
3	CCOC(=O)c1c(-c2ccc(C)cc2)csc1NC(=S)NC(=O)c1ccccc1	5.1%	-0.2%	u	9.1%
4	CCCCC(=O)N/N=C/c1cc([N+](=O)[O-])ccc1N1CCOCC1	0.6%	-2.1%	2.9%	4.3%
5	CC1(C)CCSC(/C=C/c2ccccc2)=N1	x	-2.1%	x	2.2%
6	O=C1C=C(O)C(n2cncn2)C(c2ccc3c(c2)OCO3)C1 (centres undefined)	0.6%	-5.5%	10.6%[46 µM]	20.1%
7	N#Cc1nc(COc2ccccc2F)oc1NCc1ccc(F)cc1	1.1%	-1.3%	5.8%	-12.8%
8	CC(=O)c1ccccc1OC(=O)c1ccco1	-1.6%	2.2%	-1.0%	3.9%
9	COc1cccc(-n2nnc3c(=O)n(Cc4ccc(Br)cc4)cnc32)c1	0.3%	-4.0%	6.1%	1.9%
10	COc1cc(OC)c2c(-c3ccccc3)cc(=O)oc2c1C(CCN1CCCCC1)c1ccc2c(c1)OCO2 (centres undefined)	x	2.5%&-6.9%	x	-28.6%&1.3%
11	COCCOC(=O)c1ccc(NC(=O)COc2ccc([N+](=O)[O-])cc2)cc1	-1.2%	1.9%	27.6%[46 µM]	-4.3%
12	COCCNC(=S)Nc1cccc2cnccc12	-1.9%	4.3%	18.8%[46 µM]	0.2%

cpd	NPSR antag	Epigenetic reg	IMPase Li cell
1	u	-0.7%	-8.0%[38.3 µM]
2	10.3%	1.6%	-3.4%
3	-23.0%[46.1 µM]	0.4%	17.8%[38.3 µM]
4	-17.7%	0.0%	-0.8%
5	u	-1.0%	x
6	5.5%	2.6%	-4.4%
7	u	1.0%	22.1%[38.3 µM]
8	-1.9%[46.1 µM]	0.0%	23.5%[38.3 µM]
9	-22.3%[46.1 µM]	3.8%	4.1%[38.3 µM]
10	u	3.8%	x
11	1.8%	3.9%	-2.0%
12	6.5%	-3.5%	-10.0%

Continued:
cpd	smiles	KinaseGlo FLuc	GLA spleen mod	LMNA splice mod	CBFb RUNX1 block
13	CNC(=O)c1cc(NC(=O)CCn2nc(-c3ccccc3)c3ccccc3c2=O)ccc1OC	x	2.0%	x	1.6%
14	COC(=O)c1sccc1NC(=O)CSCC(=O)O	-0.5%	3.8%	17.8%[46 µM]	0.5%
15	Cc1noc(/C=C/N(C)C)c1S(=O)(=O)N1CCCC(C(=O)NC2CCCCC2)C1 (centres undefined)	0.1%	-3.5%	-17.5%	-4.3%
16	Cc1c(Cl)c([N+](=O)[O-])nn1CCCC(=O)Nc1cccc(Cl)c1Cl	1.4%	-3.1%	-10.9%	1.8%
17	CC(=O)Nc1cnc2ccccc2n1	-0.9%	-3.3%	8.5%	10.9%
18	CCN(CC)S(=O)(=O)c1cc(C(=O)O)ccc1OC	x	5.2%	x	-2.7%
19	O=C(O)[C@@H]1CCCN1c1ncnc2sc3c(c12)CCC3	-1.0%	-7.5%	4.1%	8.1%
20	C=CCc1c(C)nc(N2CCSCC2)[nH]c1=O	x	-8.1%	x	4.1%
21	CC1=NN(C(N)=S)C(=O)C1N=Nc1ccccc1 (centres undefined)	-0.9%	-1.9%	u	7.7%
22	CCc1ccccc1NC(=S)NC1CC2CCC(C1)N2Cc1ccc(F)cc1 (centres undefined)	3.7%	9.8%	x	-2.0%
23	Nc1c(Cl)cc(NC(=O)c2ccccc2C(=O)O)cc1Br	-4.4%	-3.3%	-0.4%	0.6%
24	COc1ccc(CN2CC(C(=O)NCCCN3CCN(Cc4ccccc4)CC3)CC2=O)cc1 (centres undefined)	1.2%	-0.6%	-0.2%	0.4%

cpd	NPSR antag	Epigenetic reg	IMPase Li cell
13	18.6%	2.4%	x
14	16.5%	-0.3%	-2.8%
15	-9.3%	0.0%	1.9%
16	-10.5%	-1.0%	7.4%
17	3.9%[46.1 µM]	-1.1%	19.2%[38.3 µM]
18	18.1%	0.2%	x
19	0.8%[46.1 µM]	-1.0%	29.6%[38.3 µM]
20	-1.4%	8.0%	x
21	-24.3%	0.7%	5.5%
22	-15.1%	-2.3%	6.0%
23	11.2%	-1.0%	0.2%
24	13.4%	0.0%	14.5%

Next part.
cpd	smiles	KinaseGlo FLuc	GLA spleen mod	LMNA splice mod	CBFb RUNX1 block
25	Cc1ccc(C(=O)N[C@H](C(=O)OCc2nnc(-c3ccccc3)o2)C(C)C)cc1	x	4.9%	x	1.3%
26	CCCn1nc(C(=O)N2CC(=O)Nc3ccccc32)c2ccccc2c1=O	11.0%	-3.3%	-4.5%	11.0%
27	CC(C)[C@H](NC(=O)OC(C)(C)C)[C@@H](O)CC(=O)C(C)(C)C	x	4.1%[17.5 µM]	x	6.8%[13.1 µM]
28	Cc1ccc(S(=O)(=O)N2CCCCC2)cc1NC(=O)C1CC(=O)N(Cc2ccccc2)C1 (centres undefined)	-0.4%	1.7%	-12.5%	-3.6%
29	O=C(O/N=C(\c1ccccc1)c1ccncc1)c1ccccc1F	-2.8%	-3.9%	17.5%[46 µM]	4.9%
30	Cc1ccccc1C(=O)Nc1cccc(-c2cn3ccccc3n2)c1	0.4%	-3.5%	-9.1%[46 µM]	-2.4%
31	COc1ccc(CN(C)Cc2nc(Cc3cccc(F)c3)no2)c2cccnc12	-4.3%	3.6%	u	4.6%
32	COc1ccc(CCn2c(-c3cc([N+](=O)[O-])cc([N+](=O)[O-])c3)nc3nc4ccccc4nc32)cc1OC	3.6%	3.5%	-4.9%	-0.8%
33	COc1ccc(-n2nc(C(=O)NCC(=O)NCC3COc4ccccc4O3)c3ccccc3c2=O)c(OC)c1 (centres undefined)	0.7%	9.4%	-21.3%[46 µM]	-4.7%
34	Cc1cc(N)n(-c2ccc(Cl)cc2)n1	3.0%	1.3%	-12.9%[46 µM]	-8.2%
35	COc1ccc(CC(=O)NCc2n[nH]c(=S)n2-c2cccc(C)c2)cc1	-5.8%	3.8%	x	2.3%
36	N#C/C(=C\N1CCOCC1)S(=O)(=O)c1ccc(Cl)cc1	x	7.6%	x	9.5%

cpd	NPSR antag	Epigenetic reg	IMPase Li cell
25	-6.7%	-0.3%	x
26	-22.2%[46.1 µM]	-1.6%	-2.3%[38.3 µM]
27	x	0.0%[10.1 µM]	x
28	9.4%	1.9%	7.8%
29	-8.7%	1.9%	3.3%
30	12.7%	-0.3%	-1.2%
31	9.3%	-1.0%	24.1%
32	3.6%	-1.0%	6.0%
33	-16.0%	-0.6%	8.7%
34	8.6%	2.3%	2.1%
35	13.4%	-0.1%	-1.3%
36	14.9%	0.0%	x

(listing goes on)
cpd	smiles	KinaseGlo FLuc	GLA spleen mod	LMNA splice mod	CBFb RUNX1 block
37	CCCC(C)NC(=O)Cc1ccccc1 (centres undefined)	x	2.6%	x	10.3%
38	Cc1ccc(OCC(=O)N2CC(C)OC(C)C2)c([N+](=O)[O-])n1 (centres undefined)	-0.8%	0.0%	u	8.2%
39	O=C(NC1CCCCC1)c1cc(C2CC2)on1	x	-6.9%	x	7.8%
40	CCC1CCCCN1C(=O)CSc1nnc(CNC(=O)c2ccco2)o1 (centres undefined)	-1.9%	-0.7%	17.9%	-2.3%
41	O=C1OCCC1Sc1nnc(-c2ccc(Cl)cc2)n1Cc1ccccc1 (centres undefined)	4.3%	-0.8%	-9.6%	-3.1%
42	Cc1ccc(NC(=O)C(c2ccccc2)C2CCCC2)cc1 (centres undefined)	0.4%	2.9%	-6.0%	-0.9%
43	COc1ccc(-n2nnnc2SC(C)C(=O)NCC(=O)Nc2ccc(F)c(F)c2F)cc1 (centres undefined)	1.4%	2.7%	1.5%	3.2%
44	CCCNc1nc(Nc2ccc(C)cc2)nc(N2CCCC2)n1	1.8%	0.0%	u	-1.2%
45	c1ccc(Sc2ncnc3c2oc2ccccc23)cc1	-9.0%	-4.3%	u	11.2%
46	O=c1[nH]c2cc(Cl)ccc2n(CCNc2ncc(C(F)(F)F)cc2Cl)c1=O	-11.6%	1.3%	-4.4%	3.7%
47	Cc1ccc(NC(=O)Cc2nn(C)c(=O)c3ccccc23)cc1F	0.1%	13.0%	u	5.9%
48	Cc1ccc(S(=O)(=O)N(Cc2cc3ccccc3[nH]c2=O)c2cccc(C)c2)cc1	x	6.0%	x	0.8%

cpd	NPSR antag	Epigenetic reg	IMPase Li cell
37	-12.1%	1.1%	x
38	20.3%	-0.3%	2.0%
39	2.0%	-0.1%	x
40	-3.0%[46.1 µM]	-1.0%	33.0%[38.3 µM]
41	21.4%	-1.0%	3.7%
42	-54.8%	-3.2%	10.2%
43	-8.9%	0.0%	0.3%
44	u	-2.1%	10.6%[38.3 µM]
45	-24.2%[46.1 µM]	-0.4%	-3.2%[38.3 µM]
46	-3.9%[46.1 µM]	-0.9%	6.5%[38.3 µM]
47	2.2%[46.1 µM]	1.0%	8.2%[38.3 µM]
48	u	u	x

Some of these compounds in order of their number in LMNA splice mod, highest first:
item	SMILES	LMNA splice mod	CBFb RUNX1 block	NPSR antag	Epigenetic reg	IMPase Li cell
43	COc1ccc(-n2nnnc2SC(C)C(=O)NCC(=O)Nc2ccc(F)c(F)c2F)cc1 (centres undefined)	1.5%	3.2%	-8.9%	0.0%	0.3%
42	Cc1ccc(NC(=O)C(c2ccccc2)C2CCCC2)cc1 (centres undefined)	-6.0%	-0.9%	-54.8%	-3.2%	10.2%
41	O=C1OCCC1Sc1nnc(-c2ccc(Cl)cc2)n1Cc1ccccc1 (centres undefined)	-9.6%	-3.1%	21.4%	-1.0%	3.7%
